Assay outcomes from PubChem BioAssay.
NALP1 inh: NALP1 inflammasome inhibitors in reconstituted yeast, colorimetric, S. cerevisiae, triplicate retest. S. cerevisiae NALP1/ASC/caspase-1 growth, X-gal OD620, 72 h. inhibition, % at 10 µM. AID 2071, 2009. hit rate 0.61% among 280,000; in the data active = inhibition mostly above about 24%, no sharp cut-off; inactive = mostly below about 32%; note: some compounds called inactive have numbers as strong as hits
IMP-1 inh: IMP-1 metallo-beta-lactamase inhibitors, primary screen, biochemical, epi-absorbance readout, Pseudomonas aeruginosa enzyme | hit rate 0.45% among 290,000 | metallo-beta-lactamase IMP-1 (Pseudomonas aeruginosa) | AID 1556, 2009 | inhibition, % at 5.6 µM | purified IMP-1, nitrocefin hydrolysis, epi-absorbance fluorescence;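 active = inhibition above the mean plus 3 SD of all compounds in the same screening run, cut at about 4.5% in these data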;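 note: 0% = IMP-1 with DMSO and 100% = DMSO wells lacking enzyme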
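System: Purified recombinant IMP-1 metallo-beta-lactamase enzyme | Measured by: Fluorescence quenching readout, ex 480/em 530 nm | Replication: Singlicate | Incubation: 15 min preincubation plus 25 min reaction at 25 °C | Evaluation: Percent inhibition from optical density relative to buffer-blank wells | Benchmarks: DMSO with and without IMP-1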
VIM-2 inh: VIM-2 metallo-beta-lactamase inhibitors, primary screen, biochemical, epi-absorbance readout, Pseudomonas aeruginosa enzyme | purified VIM-2, nitrocefin hydrolysis, epi-absorbance fluorescence | inhibition, % at 5.6 µM | hit rate 0.89% among 290,000;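 active = inhibition above the mean of all tested compounds plus 3 SD, cutoff set per screening run, cut at about 7.5% in these data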;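 note: red hydrolysis product quenches plate fluorescence so inhibitors raise well fluorescence; 0% = enzyme with DMSO and 100% = DMSO without enzyme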
FID counter: compounds displacing fluorescent DNA intercalator, primary screen, artefact control for HCV NS3 helicase inhibitor project, biochemical, FID fluorescence; DNA fluorescent intercalator displacement; AID 1845, 2009; inhibition, % at 7.9 µM; hit rate 0.17% among 290,000; in the data active = inhibition above about 37%;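 note: 0% = vehicle and 100% = reference compound; higher means more ethidium bromide displaced from hairpin DNA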
MEKK2wt PB1 HTS: modulators of MEK5 binding to wildtype MEKK2, primary screen, biochemical, multiplex bead flow cytometry, Alexa488-MEK5 | Mitogen-activated protein kinase kinase kinase 2 (Homo sapiens), Q9Y2U5 | Alexa488-MEK5 binding to MEKK2 WT; actives lie on both sides | binding response (% of control), % at 10 µM | hit rate 1.1% among 290,000 | AID 1531, 2009; in the data active = binding response below about 67% or above about 130%
UBC9 SUMO inh: inhibitors of in vitro SUMOylation cascade, primary screen, biochemical, HTRF, uHTS. HTRF SUMOylation assay, SAE1/SAE2 + UBC9. inhibition, % at 35 µM. hit rate 0.36% among 290,000. AID 2006, 2009; in the data active = inhibition above about 50%, passing the limit was not always enough; note: strong numbers were not always called active
Target sequence (P63279 whole entry, looked up): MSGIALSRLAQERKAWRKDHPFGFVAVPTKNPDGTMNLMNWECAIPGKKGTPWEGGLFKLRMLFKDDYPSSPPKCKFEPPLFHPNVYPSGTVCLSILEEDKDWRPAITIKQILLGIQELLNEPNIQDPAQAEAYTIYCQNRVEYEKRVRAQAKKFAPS
M18AAP inhibitor: PfM18AAP inhibitors, malaria aminopeptidase, primary screen, biochemical, QFRET, recombinant enzyme; M18 aspartyl aminopeptidase (Plasmodium falciparum 3D7); H-Glu-NHMec fluorogenic cleavage; inhibition, % at 7.35 µM; hit rate 1.2% among 290,000; AID 1822, 2009;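 active = inhibition above the campaign mean inhibition over all tested compounds plus 3 SD, cut at about 28% in these data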;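 note: 0% = plate median of test compound wells and 100% = 2 mM ZnCl2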
MEKK2 mut-MEK5: MEK5 binding signal on mutant MEKK2 PB1, primary screen, biochemical, multiplex bead flow cytometry, Alexa488-MEK5 | Alexa488-MEK5 binding to MEKK2 mutant | percent response, % at 10 µM | hit rate 0.35% among 290,000; in the data active = percent response above about 24%, passing the limit was not always enough; note: inactives centre near 1; some results filed as inactive read as strong as hits
HCV NS3 hel inh: inhibitors of HCV NS3 helicase, primary screen, biochemical, Cy5 molecular beacon fluorescence; Hepatitis C virus NS3 helicase; NS3 helicase DNA unwinding; inhibition, % at 10.9 µM; hit rate 0.56% among 290,000;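 active = inhibition above the mean of all tested compounds plus 3 SD, set per campaign, cut at about 35% in these data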;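 note: 0% = DMSO wells and 100% = thioflavine S control wells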
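assay system = NS3 helicase fragment of HCV | buffer or medium = MOPS pH 6.5, MgCl2, DTT, Tween20, BSA | timing = 60 min unwinding reaction at 25 °C after ATP addition | signal = Cy5 beacon fluorescence read at start and 1 h | read-out basis = % inhibition of unwinding | control set = low DMSO, high thioflavine S at 110 µM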
Starred values were filed as active, the others as inactive; . = not tested or not shown; & = joins results of further samples.

SMILES	NALP1 inh	IMP-1 inh	VIM-2 inh	FID counter	MEKK2wt PB1 HTS	UBC9 SUMO inh	M18AAP inhibitor	MEKK2 mut-MEK5	HCV NS3 hel inh
COc1ccc(NC(=O)CSc2nnc(-c3ccoc3C)n2CCc2ccccc2)cc1	13	-1.5	-1.7	-34	100	-2	1	2	-15
Cc1ccccc1-n1c(SCC(=O)N/N=C/C=C/c2ccccc2[N+](=O)[O-])nc2ccccc2c1=O	31	-2.5	-3.2	-22	102	20	4	0	-3
Cc1ccc(CSCCNS(=O)(=O)c2ccc([N+](=O)[O-])cc2)cc1	10	-2.0	-2.9	-4	99	0	5	2	5
CC1(C)CC(=O)C2=C(C1)OC1=C(C(=O)CC(C)(C)C1)C2c1ccc(O)cc1O	-6	-1.6	-1.7	-5	96	0	9	2	5
CC(C)[C@H](NC(=O)[C@@H]1Cc2ccccc2CN1)C(=O)NC1CCCCC1	5	-2.1	-2.0	5	108	4	-1	13	-6
Cc1ccc(CN(c2ccc(C(=O)N3CCCC3)cc2)S(C)(=O)=O)cc1	2	-3.0	-0.8	-18	95	-9	-6	-5	4
C/C(=N\c1nc2ccccc2n1C)c1cc(Cl)ccc1O	-6	-1.8	-1.7	0	108	-12	-2	11	4
Cn1c(=O)c2ncn(CC(=O)Nc3ccc4oc(-c5cccc6ccccc56)nc4c3)c2n(C)c1=O	.	-2.4	-3.0	-2	.	.	-3	.	-4
COC(=O)C1C(=O)c2c(n[nH]c2C)CC1(C)C (stereo not drawn)	.	-4.3	-2.9	1	90	1	3	-5	-5
Cc1cccc(CSc2nnc(-c3cccs3)n2Cc2ccco2)c1	-4	-3.3	-1.8	-36	94	1	3	-5	-11
O=C1CC2CS(=O)(=O)CC2N1c1ccc(Cl)cc1Cl (stereo not drawn)	-5	-3.0	-1.0	-2	107	20	-11	10	-5
NC(=O)CCn1c(C(=O)c2cccc([N+](=O)[O-])c2)c2ccccc2[n+]1[O-]	13	-1.4	1.8	-10	97	8	-1	-3	24
CCOC(Cn1c(SCc2cc(C(C)=O)ccc2OC)nc2ccccc2c1=O)OCC	18	-3.5	-1.4	3	111	3	2	10	1
COc1cc(C(=O)Sc2ccc(C)cc2)cc(OC)c1OC	16	-1.9	-0.7	-20	.	6	-23	.	-10
Cc1cc(NC(=O)Nc2cccc3ccccc23)no1	-13	-3.2&-3.2	-4.8&-3.2	-4&-7	81	9&12	1&5	-26	3&-1
O=C(Cn1cc(SCc2ccc(Cl)cc2)c2ccccc21)N1CCOCC1	24	-1.0	-0.2	-20	114	6	-8	9	-11
O=C(NCCNc1ccc([N+](=O)[O-])cc1)c1cccc2c(Br)cccc12	20	-4.4	-4.2	-1	103	-10	0	0	-3
COc1ccccc1C(=O)O/N=C(/c1ccncc1)c1ccc([N+](=O)[O-])cc1	-3	-2.1	-2.5	-6	105	9	0	-3	-6
O=C1CCCC(O)=C1C=Nc1cccc(C(F)(F)F)c1	-7	-4.9	-1.9	-3	103	12	-4	-2	-8
CCOC(=O)N1CCC(NC(=O)C2CCCN(Cc3nc(-c4cccc(Cl)c4)oc3C)C2)CC1 (stereo not drawn)	-24	-3.0	-0.3	17	122	14	8	14	-20
CCOc1ccc2nc(NC(=O)CSc3ccc(Cl)cc3)sc2c1	2	-6.4	-4.8	2	109	-12	-11	2	-7
C=CC[C@@H]1Cc2c(Br)ccc(Br)c2[C@@H](CC=C)N1	9	-0.7	-0.5	-7	100	16	-12	-1	-32
COc1cccc(C2CC(c3ccc(C)cc3)=NN2C(=O)c2ccccc2F)c1OC (stereo not drawn)	16	-2.3	-0.3	-33	97	-27	-4	-3	-18
c1ccc(C2=NNC(=NC3CC3)SC2)cc1	-2	-2.1	-2.2	-5	105	5	28	0	-5
O=C(Nc1ccc2c(c1)OCO2)c1ccncc1	6	-0.8	-0.8	2	105	3	6	7	-3
Remaining list, next part:
SMILES	NALP1 inh	IMP-1 inh	VIM-2 inh	FID counter	MEKK2wt PB1 HTS	UBC9 SUMO inh	M18AAP inhibitor	MEKK2 mut-MEK5	HCV NS3 hel inh
O=C(NCc1cccnc1)c1cc(C(=O)C2CC2)c[nH]1	-2	-2.2	-3.5	-12	95	14	4	-1	2
CCN(CC)c1ccc(NC(=O)CN2CCN(CC(=O)Nc3ccccc3F)CC2)cc1	11	-2.0	-2.6	-4	124	-12	4	13	-5
CCCCN(C(=O)Cn1ncc(Cl)c(Cl)c1=O)c1c(N)n(CC(C)C)c(=O)[nH]c1=O	8	-2.5	-3.6	-16	103	17	2	2	5
O=S(=O)(Nc1ccc(N2CCOCC2)cc1)c1ccc2ccccc2c1	19	-3.7	-1.6	-10	.	0	4	.	-5
Cc1cc(=O)oc2cc(NC(=O)c3ccccc3OC(F)F)ccc12	-2	-0.1	2.9	-8	97	8	6	-5	-3
CCn1ncc(/C=C/C(=O)C2CC2)c1C	15	-3.5	-0.2	-4	98	23	0	0	9
COC(=O)[C@@H](N)Cc1ccc(O)cc1	17	-2.1	-3.0	-2	97	25	-8	-3	0
CCOC(=O)C1=C(C)N=c2s/c(=C/c3ccc(OCC(=O)O)cc3)c(=O)n2C1c1ccc(F)cc1 (stereo not drawn)	6	-0.2	-1.7	28	97	9	15	-2	16
CC(C)(C)NC(=O)C1CCCN(S(=O)(=O)c2cccc3cccnc23)C1 (stereo not drawn)	-11	-0.9	-1.4	-11	103	14	3	2	4
COC(=O)c1cccc(N/C=C(\[N+](=O)[O-])S(=O)(=O)c2ccccc2)c1	4	-1.3	-0.6	-3	105	3	-13	3	0
NC(=O)c1cccn1-c1ncc(C(F)(F)F)cc1Cl	-29	-4.1	-2.7	-1	95	11	-5	-2	3
COC(=O)C(Cc1c[nH]c2ccccc12)NC(=O)C(=O)c1c[nH]c2ccccc12 (stereo not drawn)	-20	-2.0	-3.4	-5	103	-25	8	0	-19
Cc1ccc2c(c1)C(c1ccc(O)cc1)(c1ccc(O)cc1)C(=O)N2C	-18	-2.7	-2.1	-22	101	-2	-9	2	-4
O=C(c1cc2ccccc2o1)N1CCN(Cc2ccc3c(c2)OCO3)CC1	6	-3.7	-1.8	-26	114	6	1	11	6
O=C1C2C3C=CC(CC3)C2C(=O)N1c1ccc(Br)cc1[N+](=O)[O-] (stereo not drawn)	3	-1.8	-1.6	-2	99	13	0	2	-4
O=C(CN1CCN(c2nc(-c3ccc(Cl)cc3)cs2)CC1)NCc1ccco1	29	1.5	2.0	-12	101	-6	5	3	-6
CC1(C)Cc2cccc(OCC(=O)N3CCN(S(=O)(=O)c4ccccc4F)CC3)c2O1	22	-3.8	-2.1	-44	94	14	-2	0	8
O=C(Nc1cc(Cl)ccc1N1CCOCC1)c1ccc2c(c1)OCCO2	-2	-4.3	-4.9	-4	111	0	-3	2	-3
O=C(COc1ccc(OCc2ccccc2)cc1)NN=C1CCCC1	-7	-0.3	-2.9	-4	89	2	0	-6	-3
Cc1ccc2c(c1)-c1ncc(C(=O)c3cc(Br)ccc3O)cc1CO2	0	-2.2	-4.0	-1	80	-23	1	-9	-2
Cc1nn(C)cc1S(=O)(=O)Nc1ncccn1	7	0.7	0.1	2	102	4	-11	-1	13
CN(C)CCn1c(=N)n(CC(O)c2ccc(Cl)c(Cl)c2)c2ccccc21 (stereo not drawn)	20	-3.5	0.5	31	116	0	5	5	-34
C/C(=N/Nc1nc(-c2ccccc2)c(CC(=O)O)s1)c1ccccc1	2	-4.1	-5.4	-7	94	7	15	-2	-3
CCOc1ccccc1C1C(C#N)=C(N)Oc2cc(N)ccc21 (stereo not drawn)	2	0.0	2.6	-33	102	-8	28*	6	5
NC(=O)C1=C[C@@H](c2csc3ccccc23)C[C@@H](OCCCCO)O1	14	6.3*	2.9	-20	92	-2	17	3	0
N#CCSc1nc2ccccc2c(=O)n1C1CCCCC1	16	-1.3	-2.2	-7	98	-10	0	2	-1
Cc1cccc2cc(CN(Cc3cccnc3)C(=O)c3ccncc3)c(=O)[nH]c12	2	-3.0	-1.2	-15	108	13	-8	0	3
CC1CCN(CCc2nc3cc(NC(=O)Nc4ccccc4)ccc3n2C)CC1	29	-1.5	-0.1	13	128	13	12	5	-16
O=C(O)CSc1nnc(CSc2nc3ccccc3s2)n1-c1ccccc1	6	-3.8	1.5	-33	100	8	1	-1	13
CC(C)[C@@H]1NC(=O)c2cc([N+](=O)[O-])cc(I)c2NCC[C@@H](C(N)=O)NC(=O)[C@H](CO)NC1=O	35	-2.4	-2.0	-5	104	2	2	4	7

Reprinted at random: seven compounds from above.
SMILES	NALP1 inh	IMP-1 inh	VIM-2 inh	FID counter	MEKK2wt PB1 HTS	UBC9 SUMO inh	M18AAP inhibitor	MEKK2 mut-MEK5	HCV NS3 hel inh
Cc1nn(C)cc1S(=O)(=O)Nc1ncccn1	7	0.7	0.1	2	102	4	-11	-1	13
N#CCSc1nc2ccccc2c(=O)n1C1CCCCC1	16	-1.3	-2.2	-7	98	-10	0	2	-1
CN(C)CCn1c(=N)n(CC(O)c2ccc(Cl)c(Cl)c2)c2ccccc21 (stereo not drawn)	20	-3.5	0.5	31	116	0	5	5	-34
COC(=O)[C@@H](N)Cc1ccc(O)cc1	17	-2.1	-3.0	-2	97	25	-8	-3	0
O=C(NCc1cccnc1)c1cc(C(=O)C2CC2)c[nH]1	-2	-2.2	-3.5	-12	95	14	4	-1	2
COC(=O)C(Cc1c[nH]c2ccccc12)NC(=O)C(=O)c1c[nH]c2ccccc12 (stereo not drawn)	-20	-2.0	-3.4	-5	103	-25	8	0	-19
Cc1cc(=O)oc2cc(NC(=O)c3ccccc3OC(F)F)ccc12	-2	-0.1	2.9	-8	97	8	6	-5	-3

Arranged by value in IMP-1 inh (high to low): three of the compounds above
canonical_smiles | NALP1 inh | IMP-1 inh | VIM-2 inh | MEKK2wt PB1 HTS | UBC9 SUMO inh | M18AAP inhibitor | MEKK2 mut-MEK5 | HCV NS3 hel inh
COC(=O)c1cccc(N/C=C(\[N+](=O)[O-])S(=O)(=O)c2ccccc2)c1 | 4 | -1.3 | -0.6 | 105 | 3 | -13 | 3 | 0
CC1CCN(CCc2nc3cc(NC(=O)Nc4ccccc4)ccc3n2C)CC1 | 29 | -1.5 | -0.1 | 128 | 13 | 12 | 5 | -16
COC(=O)[C@@H](N)Cc1ccc(O)cc1 | 17 | -2.1 | -3.0 | 97 | 25 | -8 | -3 | 0
